Screens as filed in PubChem.
RGS4 inh: blocks human RGS4-accelerated GTP hydrolysis; Potency, µM (titrated, usually from 114 µM), for inactives: top-dose activity change, negative = inhibition, actives largely listed as inhibitors; Transcreener GDP fluorescence polarization, RGS4-accelerated GTP hydrolysis; P49798; AID 504845; 0.039% of 390,000 active; further: on the % scale 0 is the no-effect control and ±100 the full control effect; nearly all actives have a fitted effect of over 75% in size; some results filed as inactive show a strong effect at the top dose
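MLSMR compounds (23 nl, pin-transferred) preincubated 10 min at room temperature with a 500nM (2x) first reagent, then RGS4 at 900nM (2x) plus Transcreener GDP mix added; fluorescence polarization (620/688 nm) read before and after 90 min at 30 °C.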
TrxR1 inh: blocks rat thioredoxin reductase 1 | O89049 | recombinant rTrxR1, NADPH fluorescence consumption, selenite substrate | Potency, µM (titrated, usually from 114 µM), for the others: top-dose activity change, negative = inhibition, usual class: inhibitors | 1% of 390,000 active | AID 588453; further: on the % scale 0 is the no-effect control and ±100 the full control effect; nearly all actives have a fitted effect of over 65% in size
Target sequence (O89049 whole entry, looked up): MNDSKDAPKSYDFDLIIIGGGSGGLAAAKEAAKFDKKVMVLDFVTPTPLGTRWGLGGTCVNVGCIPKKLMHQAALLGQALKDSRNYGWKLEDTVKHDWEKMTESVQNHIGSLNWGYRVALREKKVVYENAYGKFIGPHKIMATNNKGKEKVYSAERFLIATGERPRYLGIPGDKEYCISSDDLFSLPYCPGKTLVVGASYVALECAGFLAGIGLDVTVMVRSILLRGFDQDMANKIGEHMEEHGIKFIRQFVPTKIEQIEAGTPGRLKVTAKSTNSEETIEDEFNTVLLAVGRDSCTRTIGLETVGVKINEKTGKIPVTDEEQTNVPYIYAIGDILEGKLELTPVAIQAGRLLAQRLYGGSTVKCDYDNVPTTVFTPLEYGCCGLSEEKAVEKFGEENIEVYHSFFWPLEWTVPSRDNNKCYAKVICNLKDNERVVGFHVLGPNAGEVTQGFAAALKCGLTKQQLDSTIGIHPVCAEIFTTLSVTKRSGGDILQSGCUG
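Rat TrxR1 (90 nM in the dispensed reagent) was pre-reduced with 400 uM NADPH for 5 min at room temperature, then incubated with compound for 15 min. After 400 uM selenite was added, NADPH fluorescence (Ex 340/Em 450 nm) was followed for 8 min.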
Vif-APOBEC3F blk: blocks the Vif interaction with APOBEC3F; HeLa A3F-eYFP + Vif (tagged APOBEC3F with the HIV-1 protein that degrades it), YFP fluorescence increase; Potency, µM (series often up to 46.1 µM), inactives show top-dose activity, negative = active; 0.2% of 390,000 active; AID 602313; further: % of control where 0% means no effect; nearly all actives have a fitted effect of over 65% in size
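HeLa cells stably expressing Vif plus C-terminally eYFP-tagged A3F were seeded, incubated overnight at 37 deg C, dosed with compound, incubated overnight again at 37 deg C. Yellow fluorescence (Ex 488/Em 500-530) reported blocked Vif-mediated A3F-eYFP degradation.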
IDH1 R132H inh: human IDH1 R132H inhibition; O75874; IDH1-R132H enzyme, NADPH consumption, diaphorase/resazurin fluorescence; Potency, µM (highest dose often 76.6 µM), for inactives: at the top dose activity change, negative = inhibition, actives largely listed as inhibitors; 0.093% of 390,000 active; AID 602179; further: on the % scale 0 is the no-effect control and ±100 the full control effect; nearly all actives have a fitted effect of over 65% in size
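IDH1-R132H (0.5 ug/mL dispensed) in pH 7.5 Tris buffer was preincubated 30 min with compound, then given a substrate mix of 0.016 mM NADPH and 2 mM alpha-KG for 80 min at room temperature; remaining NADPH was read by diaphorase/resazurin fluorescence.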
TrxR1 substrate: rat thioredoxin reductase 1 substrate activity. purified TrxR1 substrate turnover, NADPH consumption readout. 0.01% of 390,000 active. O89049. Potency, µM (series often up to 114 µM), for the others: at the top dose activity change, negative = substrate turnover; further: on the % scale 0 is the no-effect control and ±100 the full control effect; nearly all actives have a fitted effect of over 50% in size
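Rat TrxR1, dispensed at 90 nM, was prereduced with 400 uM NADPH (final) for 5 min at ~22 deg C, then incubated with compound 15 min before 400 uM selenite. A first-read NADPH fluorescence drop versus no-compound background flagged substrates.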
Vif-APOBEC3G blk: Vif-A3G binding inhibition | HeLa A3G-eYFP + Vif (tagged APOBEC3G with the HIV-1 protein that degrades it), YFP fluorescence, overnight | 0.076% of 410,000 active | AID 602310 | Potency, µM (titrated, usually from 46.1 µM), for the others: at the top dose activity, negative = active, actives largely listed as inhibitors | Q9HC16;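 further: on the % scale 0 is the no-effect control and ±100 the full control effect; nearly all actives have a fitted effect of over 60% in size; hits raise eYFP signal because A3G escapes Vif-driven loss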
Target sequence (Q9HC16 whole entry, looked up): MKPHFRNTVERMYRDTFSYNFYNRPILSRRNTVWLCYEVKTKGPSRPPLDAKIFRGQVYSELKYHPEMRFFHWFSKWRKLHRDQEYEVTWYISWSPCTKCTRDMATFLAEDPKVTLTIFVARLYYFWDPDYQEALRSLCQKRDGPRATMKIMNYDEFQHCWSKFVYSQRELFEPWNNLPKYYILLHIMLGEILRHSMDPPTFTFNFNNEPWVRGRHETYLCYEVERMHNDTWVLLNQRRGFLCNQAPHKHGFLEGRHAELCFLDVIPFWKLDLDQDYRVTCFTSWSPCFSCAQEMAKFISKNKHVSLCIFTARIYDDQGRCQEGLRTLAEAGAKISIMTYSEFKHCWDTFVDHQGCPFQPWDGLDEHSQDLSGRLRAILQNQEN
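HeLa cells stably expressing Vif and C-terminally eYFP-tagged A3G, seeded overnight at 37 deg C, then exposed to compound by pintool overnight at 37 deg C. Rise in yellow fluorescence (Ex 488/Em 500-530, Acumen) marks blocked Vif-driven A3G degradation.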
USP1-UAF1 inh: blocks the human USP1/UAF1 deubiquitinase complex | recombinant USP1/UAF1, Ub-Rhodamine cleavage fluorescence | Potency, µM (top dose mostly 57.1 µM), without a hit: top-dose activity change, negative = inhibition, actives largely listed as inhibitors | 0.23% of 390,000 active | AID 743255; further: on the % scale 0 is the no-effect control and ±100 the full control effect; nearly all actives have a fitted effect of over 60% in size; inactives centre near -12
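Step one: compound is pinned into 1nM USP1/UAF1 in HEPES pH 7.8 buffer with TCEP. Step two: 15 min room-temperature incubation. Step three: Ub-Rho (150nM final) starts cleavage, tracked by fluorescence over six one-minute reads.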
RXFP1 agonist: activates the human relaxin receptor RXFP1 | Q9HBX9 | HEK293T-RXFP1 cAMP TR-FRET, 30 min; response scale: percent of porcine relaxin response, buffer zero | Potency, µM (highest dose often 57.5 µM), for inactives: top-dose activation, hits mostly activators | 0.3% of 370,000 active | AID 2676; further: on the % scale 0 is the no-effect control and ±100 the full control effect; nearly all actives have a fitted effect of over 60% in size; many of its hits are not listed in these tables
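HEK293 cells stably expressing RXFP1, treated 30 min at 37C with compounds plus PDE4 inhibitor Ro 20174; cAMP measured by HTRF TR-FRET. Normalized to buffer and 29 nM porcine relaxin; EC50 by Hill fit.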
12-LOX inh: blocks human arachidonate 12S-lipoxygenase | Potency, µM (top dose mostly 108 µM), inactives show top-dose activity change, negative = inhibition, actives largely listed as inhibitors | AID 1671190 | purified 12hLO, xylenol orange hydroperoxide absorbance | 1.1% of 580,000 active; further: on the % scale 0 is the no-effect control and ±100 the full control effect
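Purified human 12hLO at 150 nM in 25 mM Hepes, 0.01% Triton X-100, pH 7.0, preincubated 15 min at room temperature with compound. Reaction started with 40 uM arachidonic acid, 30 min at room temperature. Hydroperoxide measured by Fe-xylenol orange, 573/405 nm absorbance ratio.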
Starred values were filed as active, the others as inactive; i = inactive; ? = inconclusive; / = no result given; & = joins results of further samples; [ ] = dose if it differs, or a comment. The call rests on the fitted dose curve; in most records, active means well fitted curve in the direction sought with a large enough effect; inconclusive means small, poorly fitted or top-dose-only effect, or another doubt; inactive means no such curve, though single readings can be large; an effect the other way counts as inactive or inconclusive. Potency means the concentration at half of the fitted maximal effect.

smiles	RGS4 inh	TrxR1 inh	Vif-APOBEC3F blk	IDH1 R132H inh	TrxR1 substrate	Vif-APOBEC3G blk	USP1-UAF1 inh	RXFP1 agonist	12-LOX inh
COC(=NC1CCCCC1)C(O)c1c[nH]c2ccccc12 (stereo unspecified)	1%	0%[57.1 µM]	-7%	10%	14%[57.1 µM]	0%	-23%	0.5%	-19%
O=c1c2ccccc2ccc2ccc(P(=O)(O)O)cc12	0%	-3%	1%	/	25%	-4%	/	16%	-15%
Cc1ccc(-c2nc(CN3C(=O)CN=C(c4ccccc4Cl)c4cc(Cl)ccc43)c(C)o2)cc1	-11%	5%	3%	-8%	1%	-13%	-31%	-0.1%	4%
CC(C)CC1C(C#N)=C(N)Oc2c1c(=O)oc1ccccc21 (stereo unspecified)	?	-16%	-6%	-7%	6%	1%	-13%	-0.3%	15%[57.4 µM]
CCC(=O)N1CC(=O)Nc2ccc(F)cc2C1c1ccc(F)cc1 (stereo unspecified)	17%	-5%[57.1 µM]	6%	3%	5%[57.1 µM]	-1%	-1%	2.8%	4%
CCOC(=O)C1(c2ccccc2)CCN(Cc2cccc(C(=O)O)c2)CC1	20%	4%[57.1 µM]	-2%	7%	7%[57.1 µM]	1%	-7%	5.5%	?
COc1ccccc1N1CCN(C2CCCN(C(=O)COc3ccccc3Cl)C2)CC1 (stereo unspecified)	-11%	7%	3%	-1%	-2%	0%	-1%	4.3%	i
COC(=O)c1ccc(-n2c(C)nc3ccccc3c2=O)cc1	5%	20%	2%	6%	13%[57.1 µM]	-6%	-28%	5.4%	27%
O=C(CCC(=O)N1CC2C[C@@H](C1)Cn1c2cccc1=O)NCCc1ccccc1	2%	9%	2%	-2%	4%	-3%	-17%	-1.0%	-9%
Cc1cc(/C=C2\C(=O)NC(=O)N(c3ccc(F)cc3)C2=O)c(C)n1-c1cccc(C(=O)O)c1	-16%	-23%[57.1 µM]	10%	11%	-5%[57.1 µM]	1%	-26%	3.9%	?
O=C(O)/C=C/c1ccc2c(c1)OCO2	/	3%	/	/	8%	-3%	/	/	5%
COc1cccc(C2(O)CCN(CC(=O)Nc3nc(C)cs3)CC2)c1	11%[11.4 µM]	11%	-15%	-6%	0%	0%	0%	0.3%	-7%
COCc1cc(OC(=O)N(C)C)nc2c1c(C)nn2C	10%	0%[57.1 µM]	10%	8%	91%	-4%	-3%	6.0%	0%
OC(CNC1CCCCC1)c1ccccc1 (stereo unspecified)	4%	-11%	2%	0%	-6%	1%	2%	2.1%	2%
CCCCc1ccc(NC(=O)c2cccn(Cc3ccc(Cl)cc3)c2=O)cc1	-7%	17%[57.1 µM]	4%	-7%	3%[57.1 µM]	3%	-8%	-0.9%	-8%
c1ccc(-c2nc(N3CCOCC3)s[n+]2-c2ccccc2)cc1	?	-34%	-11%	1%	-10%	0%	-3%	2.9%	32µM*
COc1ccc(/C=C/C(=O)c2c(O)n(CCC3=CCCCC3)c(=O)[nH]c2=O)cc1OC	-27%[11.4 µM]	-10%	-21%	6%	6%	-7%	-12%	16%	-13%
C[C@]12CCC3C(CCC4=CC(O)CC[C@@]43/C=N/O)C1(O)CCC2C1=CC(=O)OC1 (stereo partly specified)	15%	-18%	0%	7%	-15%	-2%	-8%	0.0%	0%
Cc1nc2cc(-c3cccc(F)c3)nn2c(C)c1CCC(=O)N1CCC2(CC1)OCCO2	-35%	18%	2%	1%	27%	2%	-21%	1.7%	0%
CCN(CC)c1ccc2c(cc1=O)[C@@H](NC)CCc1cc(OC)c(OC)c(OC)c1-2	-1%	-17%	-10%	0%	-14%	?	-16%	-4.6%	-3%
O=C1CC23c4ccccc4N4C(=O)CC5OCC=C6CN1C2CC6C5C43 (stereo unspecified)	-6%	-15%[57.1 µM]	-1%	8%	4%[11.4 µM]	0%	-16%	/	3%
ClC(Cl)=C(c1ccc(Cl)cc1)c1ccc(Cl)cc1	-11%	-12%	2%	7%	-8%	-5%	10%	-1.1%	8%
FC(F)(F)Oc1ccc(NC2=NCCCS2)cc1	-13%	16%	0%	0%	0%	-2%	-21%	-0.2%	/
C[N+](C)(C)CCOC(=O)CBr	?	0%[57.1 µM]	7%	-6%	?	-2%	?	0.5%	?
O=C(Nc1ccc2nc(SCC(=O)N3CCOCC3)sc2c1)c1ccc(Cl)cc1	2%	41%[activator]	-16%	-8%	9%	-19%	-20%	11%	-7%

Continuation:
SMILES | RGS4 inh | TrxR1 inh | Vif-APOBEC3F blk | IDH1 R132H inh | TrxR1 substrate | Vif-APOBEC3G blk | USP1-UAF1 inh | RXFP1 agonist | 12-LOX inh
N=c1sccn1Cc1ccc(Cl)cc1Cl | -21% | -6% | 8% | -4% | 0% | 1% | -15% | 2.9% | 17%
Oc1ccc(/C=N/NP(=S)(c2ccccc2)c2ccccc2)cc1O | 2% | 10% | 0% | -2% | 5% | -5% | -20% | 2.7% | 32µM*
c1ccc2sc(N3CCNCC3)nc2c1 | -9% | 10%[57.1 µM] | -8% | -10% | 8% | 3% | 3% | 2.0% | -11%
COc1cc(C2c3cc(O)c(OC)cc3CC3C(=O)OCC32)ccc1O (stereo unspecified) | 1% | 10% | -2% | 1% | 7% | -1% | -18% | / | -2%
COC(=O)C1=C(c2ccccc2OCc2ccccc2)C[C@@H]2CC[C@H]1N2C(=O)NCc1cccc(F)c1 | -15% | 20% | 5% | 1% | -1% | 2% | ? | 1.5% | -4%
Cc1cccc(-n2c(O)c(C=NC34CN5CN(CN(C5)C3)C4)c(=O)[nH]c2=O)c1 | 1% | 1%[57.1 µM] | -4% | 6% | 1%[57.1 µM] | 2% | ? | 1.5% | 10%
CCCCCCN=C(CC)c1c(O)n(CCCC)c(=O)[nH]c1=O | 2% | 4%[57.1 µM] | -7% | 14% | -3%[57.1 µM] | -1% | -14% | 2.4% | -11%
CC1(C)C2([N+](=O)[O-])CN3CN(C2)CC1([N+](=O)[O-])C3 | 25% | -1%[57.1 µM] | -8% | -11% | -1%[57.1 µM] | 0% | -4% | 0.7% | 2%
CC(=O)N1N=C(c2cccnc2)OC1c1ccccc1Cl (stereo unspecified) | -19% | -1%[57.1 µM] | 5% | 6% | 3%[57.1 µM] | -4% | -13% | 0.0% | i
Cc1ccc2nc(Cl)c(-c3ccccc3)cc2c1 | -17% | 17%[11.4 µM] | 14% | 8% | 6%[11.4 µM] | -6% | ? | / | 445%[activator]
O=c1[nH]c(=O)n(Cc2ccco2)c(O)c1/C=N/N1CCCCC1 | -24% | -12% | -2% | 4% | -3% | -2% | -8% | 2.0% | ?
CCn1cc(C(=O)O)c(=O)c2ccc(C)nc21 | 0%[56.9 µM] | 16%[57.1 µM] | -1% | 0% | 7%[57.1 µM] | 0%&-2% | -11% | -1.2%&0.0% | ?
CCOC(=O)C1(CCc2ccccc2)CCN(Cc2ccc(NC(C)=O)cc2)CC1 | 19% | 38%[2.29 µM] | -13% | -4% | 2% | 0% | -1% | 0.6% | ?
N#Cc1cc2c(nc1SCC(=O)Nc1cc(Cl)ccc1Cl)C1CCN2CC1 | -14% | 18% | -18% | 2% | 8% | -6% | -10% | -3.2% | -11%
Cn1ccc(NC(=O)CCl)n1 | -41% | -43% | 2% | 4% | 6%[57.1 µM] | 4% | -10% | 1.7% | -20%

Copied from the list.
N=c1sccn1Cc1ccc(Cl)cc1Cl in 12-LOX inh shows 17%
CCCCCCN=C(CC)c1c(O)n(CCCC)c(=O)[nH]c1=O in Vif-APOBEC3F blk shows -7%
COC(=O)C1=C(c2ccccc2OCc2ccccc2)C[C@@H]2CC[C@H]1N2C(=O)NCc1cccc(F)c1 in RGS4 inh shows -15%
COc1cc(C2c3cc(O)c(OC)cc3CC3C(=O)OCC32)ccc1O (stereo unspecified) in USP1-UAF1 inh shows -18%
CC(=O)N1N=C(c2cccnc2)OC1c1ccccc1Cl (stereo unspecified) in Vif-APOBEC3F blk shows 5%
c1ccc2sc(N3CCNCC3)nc2c1 in 12-LOX inh shows -11%

2 compounds picked at random from the list so far, as already listed:
SMILES | RGS4 inh | TrxR1 inh | Vif-APOBEC3F blk | IDH1 R132H inh | TrxR1 substrate | Vif-APOBEC3G blk | USP1-UAF1 inh | RXFP1 agonist | 12-LOX inh
Cn1ccc(NC(=O)CCl)n1 | -41% | -43% | 2% | 4% | 6%[57.1 µM] | 4% | -10% | 1.7% | -20%
COc1cc(C2c3cc(O)c(OC)cc3CC3C(=O)OCC32)ccc1O (stereo unspecified) | 1% | 10% | -2% | 1% | 7% | -1% | -18% | / | -2%

These rows are one share of the data. The share of hits here may be higher or lower than overall.
